Screens (PubChem BioAssay)
inhibitors of VEEV – inhibitors of VEEV TC-83 cytopathic effect, confirmation, Vero cells (AID 588727); inhibition, % at 20 µM; hits with a dose series show IC50 in µM; Vero cells, VEEV TC-83 cytopathic effect inhibition; higher % means a stronger effect; actives 0.13% (n = 350,000); in the data active = a potency from the dose series; inconclusive = inhibition mostly from about 14% at the one dose, without a potency; inactive = the rest, 99 in 100 with inhibition below about 12%; note: strong numbers were not always called active
H1N1 NS1A inhibition – H1N1 influenza NS1A inhibitors, functional cell based assay (AID 504329). NS1A functional cell-based assay, percent inhibition; higher % means a stronger effect. inhibition, % at 12.5 µM; hits with a dose series show IC50 in µM. actives 0.3% (n = 340,000); in the data active = a potency from the dose series; inconclusive = inhibition above about 27% without an active follow-up result; note: strong numbers were not always called active
PhoP GFP inhibition – PhoP regulon inhibitors, Salmonella typhi PhoP promoter GFP reporter, confirmatory (AID 1850). Salmonella Typhi PhoP-promoter GFP reporter, fluorescence, 4 h; higher % means a stronger effect. one-dose inhibition, % at 50 µM; IC50 in µM for titrated hits. actives 0.33% (n = 310,000); in the data active = a potency from the dose series; inconclusive = inhibition mostly from about 25% at the one dose, without a potency; inactive = the rest, 99 in 100 with inhibition below about 19%;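 note: 0% = induced wells with vehicle and 100% = uninduced wells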
tuberculosis growth – growth inhibition of non-replicating M. tuberculosis (AID 488890); Mycobacterium tuberculosis non-replicating, growth inhibition; higher % means a stronger effect; inhibition, % at 25 µM; hits with a dose series show IC50 in µM; actives 0.39% (n = 320,000); in the data active = a potency from the dose series; inconclusive = inhibition mostly from about 82% at the one dose, without a potency; inactive = the rest, 99 in 100 with inhibition below about 76%;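 note: plate controls were DMSO cells for no effect and high antibiotic wells for full effect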
M. tuberculosis HTS – M. tuberculosis growth inhibition, HTS (AID 449762) | actives 0.59% (n = 330,000) | M. tuberculosis H37Rv growth inhibition, 7H9 media; higher % means a stronger effect | inhibition, % at 25 µM, or IC50 in µM where a hit was titrated; in the data active = a potency from the dose series; inconclusive = inhibition above about 70% without an active follow-up result;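 note: bacterial growth assessed after seven days of incubation; strong numbers were not always called active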
inhibitors of VEEV 10K pilot screen – further read-out of inhibitors of VEEV, marked with its call; inhibition, %; measured here: 10K pilot screen inhibition
Active calls of the source: *; i = inactive; ? = inconclusive; . = no result given.

SMILES | inhibitors of VEEV | H1N1 NS1A inhibition | PhoP GFP inhibition | tuberculosis growth | M. tuberculosis HTS | others
Cc1ccc(S(=O)(=O)N2CCN(C(=O)c3ccc4nc[nH]c4c3)CC2)cc1 | 3.3% | -4% | 6% | -6% | -6%
CCOC(=O)Nc1ccc2c(c1)N(C(=O)CCN1CCN(CCO)CC1)c1ccccc1S2 | 0.4% | 0% | -21% | 28% | 1%
COc1ccccc1N1CCN(C(=O)CCn2c(=O)[nH]c3ccccc3c2=O)CC1 | 2.2% | -2% | -6% | -5% | 2%
O=C1C(Cl)=C(Nc2ccccc2)C(=O)c2ccccc21 | i | -4% | 0% | ? | 4% | inhibitors of VEEV 10K pilot screen=3.7
COCCNC(=O)CN(C(=O)CCC(=O)Nc1ccccn1)c1ccccc1OC | 1.3% | -14% | -3% | -9% | -9%
CS(=O)(=O)Nc1ccc(C(=O)Nc2ccccc2C(=O)N2CCCC2)cc1 | 1.4% | -4% | -1% | 6% | -13%
COC(=O)C1=COC(C)C2CN3CCC4(C(=O)Nc5ccccc54)C3CC12 (stereo not drawn) | 2.0% | 0% | -1% | -2% | -4%
CC(C)(C)C(=O)N1NC(=Nc2ccccc2)SC1(C)C | 0.4% | 0% | -2% | -7% | 1%
COC1OC2COC(c3ccccc3)OC2C(=O)C1NC(=O)c1ccccc1 (stereo not drawn) | 3.1% | -22% | . | . | .
O=C(c1cc(=O)[nH]c2ccc(Br)cc12)N1CCC2(CC1)OCCO2 | 1.0% | 9% | -8% | -11% | -4%
C=CCC[C@H](Cc1ccc(F)cc1)C(=O)O[C@H](CNC(=O)[C@@H](CC=C)CC(=O)N(CCO)Cc1ccccc1)c1ccccc1 | 1.9% | -15% | . | 13% | 1%
O=C(CCCOc1ccccc1)NCc1ccco1 | i | 1% | -6% | 12% | -13%
COc1c[nH]n(-c2ccccc2)c(=O)c1=O | 0.4% | -1% | 5% | 3% | 2%
Cc1cc([N+](=O)[O-])ccc1NCc1cccc2ccccc12 | 1.1% | 2% | 5% | 19% | 3%
CCOC(=O)N1CCN(C(=O)c2ccc3c(c2)NC(=O)/C(=C\c2ccc(OC)c(OC)c2)S3)CC1 | 5.7% | 8% | -9% | 15% | 62%
COC(=O)c1ccncc1C(=O)Nc1ccc(F)cc1 | 0.8% | 5% | -3% | -12% | -2% | inhibitors of VEEV 10K pilot screen=0.5
CCN(CC)CCN1C(=O)C(=O)/C(=C(/O)c2ccc(S(=O)(=O)N3CCOCC3)cc2)C1c1ccc(Cl)cc1 (stereo not drawn) | 1.8% | 4% | 12% | -1% | -1%
CC(C)(C)C(=O)c1sc(Nc2ccccc2)nc1N | 1.1% | 9% | -9% | 54% | 8%
O=C(Nc1nc2nccc(-c3ccccc3)n2n1)c1ccc(F)cc1 | 1.4% | -5% | 13% | -5% | 3%
COc1ccc([N+](=O)[O-])cc1N(CC(=O)Nc1ccccc1C(=O)N1CCOCC1)S(C)(=O)=O | 1.8% | 24% | -2% | -2% | -10%
COc1ccc(C2CC(c3cccs3)=NN2S(=O)(=O)c2ccc(C)cc2)cc1 (stereo not drawn) | 2.2% | 2% | 6% | 10% | -1%
COc1cc(C(=O)COC(=O)c2ccncc2)cc(OC)c1OC | ? | 3% | . | -1% | -8%
CCc1ccc(OCC(=O)O/N=C(\N)Cc2ccc([N+](=O)[O-])cc2)cc1 | 1.0% | 4% | 2% | 77% | 18%
CCc1nnc(NS(=O)(=O)c2ccc(NC(=S)NC(=O)c3ccc(F)cc3)cc2)s1 | 0.8% | 8% | 4% | 68% | 10%
CCN1CCc2c(sc(NC(=O)COc3ccccc3)c2C(=O)OC)C1 | 8.7% | -2% | 3% | 23% | 6%

(list continues)
SMILES | inhibitors of VEEV | H1N1 NS1A inhibition | PhoP GFP inhibition | tuberculosis growth | M. tuberculosis HTS | others
CCn1c(SCC(=O)N/N=C/c2ccc(C)o2)nnc1-c1ccccc1 | 2.8% | -3% | 10% | 12% | -11%
O=C(NCCCN=C1NS(=O)(=O)c2ccccc21)c1ccncc1 | 4.0% | 24% | 8% | 0% | -1%
Cc1cc(C2C(C#N)=C(N)SC(N)=C2C#N)c(C)s1 | 0.9% | 11% | 6% | 22% | -5%
O=C1C2CCCCC2C(=O)N1c1cccc(OS(=O)(=O)c2ccccc2)c1 (stereo not drawn) | i | -1% | -3% | -11% | -13% | inhibitors of VEEV 10K pilot screen=1.0
COc1ccc(C2CC(c3ccccc3Cl)=NN2c2ccc(S(N)(=O)=O)cc2)cc1 (stereo not drawn) | i | -36% | . | . | .
CCC(=O)c1c[nH]c(C(=O)NCc2ccccc2OC)c1 | 2.5% | -11% | 5% | -7% | -1%
CC(C)=C(NC(=O)c1ccccc1)C(=O)NCCc1nc2ccccc2[nH]1 | 0.1% | -3% | -4% | -1% | 1%
CC(Oc1ccccc1F)c1ccnc2nc(/N=C/N(C)C)nn12 (stereo not drawn) | 3.9% | -14% | 4% | 3% | -3%
Cc1ccc2cc(CN(c3cccc(C)c3C)S(=O)(=O)c3ccccc3)c(=O)[nH]c2c1 | 5.2% | 6% | 5% | 16% | 28%
COc1cc(OC)cc(C(=O)N[C@H](C(=O)OCC(=O)NC(=O)NC(C)(C)C)C(C)C)c1 | 0.3% | 10% | 6% | 9% | -3%
Cc1cccc(CN2CCN(C(=O)c3ccccc3F)CC2)c1 | 1.5% | 2% | 6% | -8% | -6%
N/C(=N\OC(=O)C12CC3CC(CC(C3)C1)C2)c1cccnc1 | 0.5% | -6% | -3% | 25% | 2%
CN(C)Cc1c(OC(=O)c2ccc(N)cc2)ccc2ccccc12 | 0.6% | -6% | . | . | .
OCC1(CCc2ccccc2)CCN(Cc2cc(Cl)ccc2O)CC1 | 1.3% | -3% | 6% | 28% | -1%
Cc1oc2c(CN3CCCC(C)C3)c(O)ccc2c(=O)c1-c1ccccc1 (stereo not drawn) | i | -17% | 4% | -6% | 0%
O=C(C1CC(=O)N(c2ccc3c(c2)OCCO3)C1)N1CCN(c2cccc(C(F)(F)F)c2)CC1 (stereo not drawn) | 8.5% | -4% | 0% | 17% | 100%
CCN1C(=O)/C(=C\N2CCN(c3ccc(F)cc3)CC2)SC1=S | 3.2% | 9% | 6% | 25% | 16%
CC(C)C(=O)NNC(=O)CC(=O)Nc1ccccc1C(=O)O | i | 2% | -2% | 5% | -12%
CNC(=O)c1c(NC(=O)CCS(=O)(=O)c2ccc(C)cc2)sc(C)c1C | 2.0% | -8% | 5% | -11% | -4%
COc1ccc(OC)c(NC(=O)C2CC(/C=C/c3ccccc3)=NO2)c1 (stereo not drawn) | i | -1% | -10% | -9% | 9%
O/N=C(\c1ccc(Cl)cc1)c1ncc(C(F)(F)F)cc1Cl | 1.0% | -7% | -3% | 18% | 2%
CCCCN(C(=O)c1ccco1)c1c(N)n(CCC)c(=O)[nH]c1=O | i | 4% | . | -20% | -5%
CC[C@]1(C(=O)OC)[C@H]2C(=O)N(C)C(=O)[C@H]2[C@H]2CN=C(SC)N21 | 0.4% | -5% | . | . | .
O=C(Nc1ccc2c(c1)OCO2)c1cnc(Cl)c(Cl)c1 | 4.9% | 1% | . | . | .
CC(C)Cn1nc(NC(=O)c2ccco2)c2cc3ccccc3nc21 | 11% | -29% | 8% | -8% | 2%

The listing continues.
SMILES | inhibitors of VEEV | H1N1 NS1A inhibition | PhoP GFP inhibition | tuberculosis growth | M. tuberculosis HTS | others
CCCc1cc(=O)oc2cc(OCC(=O)Nc3cc(C)on3)ccc12 | 0.2% | -4% | 22% | . | -2%
O=C(O)CC(c1ccccc1)N1C(=O)c2cccc([N+](=O)[O-])c2C1=O (stereo not drawn) | i | -3% | -10% | 1% | 11%
COc1ccc2nc(NC(=O)CSc3n[nH]c(N)n3)sc2c1 | 9.4% | -4% | 15% | 20% | 36%
Cc1ccccc1N1CCN(S(=O)(=O)c2nnc(NC(=O)CC(C)C)s2)CC1 | 0.2% | 2% | -8% | -5% | -4% | inhibitors of VEEV 10K pilot screen=6.5
CC(C)C(=O)Nc1nnc(SCC(=O)NCC2CCCO2)s1 (stereo not drawn) | 1.4% | -2% | 12% | 9% | 4%
Cc1ccccc1-c1ccccc1N | 1.1% | -3% | 17% | 2% | -2%
COC(=O)c1ccc(NC(=O)C2CCCN2S(=O)(=O)c2ccc(OC)cc2)cc1 (stereo not drawn) | i | -2% | 18% | -16% | -1%
COc1cc(C2c3c(oc4ccccc4c3=O)C(=O)N2c2ccc(C)cn2)ccc1O (stereo not drawn) | 1.3% | 9% | 4% | -1% | 2%
COc1cc(CNCCc2ccccc2)cc(Cl)c1OCc1ccccc1 | i | -8% | 36µM* | 7.4µM* | 22µM*
CCN1CCN(CC(O)COc2ccc(C(C)=O)cc2)CC1 (stereo not drawn) | 0.2% | -5% | 5% | -2% | -7%
CCCCn1c(N)c(N(CCOC)C(=O)c2cc(-c3ccco3)nc3ccccc23)c(=O)[nH]c1=O | 1.1% | 5% | 9% | -3% | -13%
CN(C)CCCN(C(=O)c1ccc(S(=O)(=O)N2CCc3ccccc32)cc1)c1nc2c(Cl)cccc2s1 | 13% | 22% | -13% | 6% | 4%
CC(C)(C)OC(=O)NCCCCCC(=O)N/N=C/c1coc2ccccc2c1=O | 3.5% | 12% | 18% | 15% | -7%
CNC(=O)C(=O)Nc1c(C)cc(C)cc1C | 0.8% | -6% | -6% | -8% | -10%
COc1ccc(C(=O)NNC(=O)C(=O)NC2CCCCC2)cc1 | i | 3% | 14% | 57% | 3%
Cc1cc2sc3nc(=O)n(-c4ccccc4)c(=O)n3c2cc1C | 1.3% | -21% | 2% | -1% | 4%
c1csc(-c2csc3nc(CN4CCOCC4)nc(NCc4ccc5c(c4)OCO5)c23)c1 | 10% | 6% | 1% | 73% | ?
CCc1cc2cc(C)c(C)cc2nc1SCC(=O)NNC(=O)c1ccco1 | 0.5% | -1% | -11% | -8% | 1%
O=C(NCCc1ccccc1)C1=CCN(S(=O)(=O)c2ccccc2)CC1 | i | 8% | 0% | 7% | 3%
O=C1C=C(c2ccc3[nH]ccc3c2)C[C@@H](c2ccc(F)cc2)C1 | 1.8% | 14% | . | 7% | ?
COC(CNC(=O)c1cc(-c2ccncc2)nc2ccc(S(=O)(=O)N3CCOCC3)cc12)OC | 1.3% | -20% | -30% | 9% | 5%
Fc1ccc(Br)cc1C1C=C(c2ccc(Br)s2)Nc2ncnn21 (stereo not drawn) | 11% | -10% | -16% | 36% | 1%
COc1ccc(/C=N/NC(=O)c2c(C)nnn2-c2nonc2N)cc1OC | 0.5% | -8% | 9% | 3% | 1%
CCn1c(=O)c2sccc2n2c(CCCC(=O)NC3CCN(Cc4ccccc4)CC3)nnc12 | 0.9% | -2% | 12% | -15% | -2%
C[C@H]1CCC(=O)N([C@H](COc2ccccc2)Cc2ccccc2)CC1 | 1.9% | 2% | -19% | 10% | 4%

Continued.
SMILES | inhibitors of VEEV | H1N1 NS1A inhibition | PhoP GFP inhibition | tuberculosis growth | M. tuberculosis HTS | others
Cc1ccc(NS(=O)(=O)c2cccc(C(=O)NCCCN3CCOCC3)c2)cc1 | 1.0% | 0% | -6% | -4% | -8%
Cn1nnc2cc(C(=O)NC(C)(C)C)ccc21 | 5.2% | -59% | 4% | 2% | -6%
NC(=O)c1cccc2ccccc12 | 0.2% | -1% | -3% | -5% | -3%
Cc1cccc2c3c([nH]c12)C(=O)CC(C)(C)S3 | 1.1% | -7% | -11% | 0% | 6%
O=C(CC1NCCc2ccccc21)Nc1ccc(Cl)cc1 (stereo not drawn) | 0.2% | 4% | 8% | -4% | -9%
COc1ccc(-n2c(N)cc(=O)[nH]c2=O)cc1 | . | . | 0% | -2% | -7%

Ordered by number of heavy atoms (descending): part of the list above
SMILES | inhibitors of VEEV | H1N1 NS1A inhibition | PhoP GFP inhibition | tuberculosis growth | M. tuberculosis HTS | others
Cc1ccc(NS(=O)(=O)c2cccc(C(=O)NCCCN3CCOCC3)c2)cc1 | 1.0% | 0% | -6% | -4% | -8%
O=C(CC1NCCc2ccccc21)Nc1ccc(Cl)cc1 (stereo not drawn) | 0.2% | 4% | 8% | -4% | -9%
Cc1cccc2c3c([nH]c12)C(=O)CC(C)(C)S3 | 1.1% | -7% | -11% | 0% | 6%
NC(=O)c1cccc2ccccc12 | 0.2% | -1% | -3% | -5% | -3%

Among those listed so far, 2 contain a COOH group:
SMILES | inhibitors of VEEV | H1N1 NS1A inhibition | PhoP GFP inhibition | tuberculosis growth | M. tuberculosis HTS | others
CC(C)C(=O)NNC(=O)CC(=O)Nc1ccccc1C(=O)O | i | 2% | -2% | 5% | -12%
O=C(O)CC(c1ccccc1)N1C(=O)c2cccc([N+](=O)[O-])c2C1=O (stereo not drawn) | i | -3% | -10% | 1% | 11%
